TEAD-YAP inh: TEAD-YAP interaction inhibition, primary screen, TEAD-YAP interaction inhibitor project, luminescence, HEK-TIYL cells; AID 1259422, 2018; 640,000 compounds, 1.4% hits; inhibition, % at 9.12 µM; TEAD-Gal4/YAP UAS-luciferase luminescence; in the data active means inhibition above about 32%;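 further: 0% = median of test compound wells and 100% = reference inhibitor wells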
FBW7 activator: FBW7 E3 ligase activators, primary screen, biochemical, AlphaScreen, human; F-box/WD repeat-containing protein 7 (Homo sapiens), Q969H0; AlphaScreen FBW7–phospho-cyclin E peptide binding, activator screen; normalized activity (activation), % at 26.1 µM; 650,000 compounds, 0.13% hits; in the data active means normalized activity above about 1.9%;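 further: purified mutant Fbw7 with reduced substrate affinity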
Target sequence (Q969H0 whole entry, looked up): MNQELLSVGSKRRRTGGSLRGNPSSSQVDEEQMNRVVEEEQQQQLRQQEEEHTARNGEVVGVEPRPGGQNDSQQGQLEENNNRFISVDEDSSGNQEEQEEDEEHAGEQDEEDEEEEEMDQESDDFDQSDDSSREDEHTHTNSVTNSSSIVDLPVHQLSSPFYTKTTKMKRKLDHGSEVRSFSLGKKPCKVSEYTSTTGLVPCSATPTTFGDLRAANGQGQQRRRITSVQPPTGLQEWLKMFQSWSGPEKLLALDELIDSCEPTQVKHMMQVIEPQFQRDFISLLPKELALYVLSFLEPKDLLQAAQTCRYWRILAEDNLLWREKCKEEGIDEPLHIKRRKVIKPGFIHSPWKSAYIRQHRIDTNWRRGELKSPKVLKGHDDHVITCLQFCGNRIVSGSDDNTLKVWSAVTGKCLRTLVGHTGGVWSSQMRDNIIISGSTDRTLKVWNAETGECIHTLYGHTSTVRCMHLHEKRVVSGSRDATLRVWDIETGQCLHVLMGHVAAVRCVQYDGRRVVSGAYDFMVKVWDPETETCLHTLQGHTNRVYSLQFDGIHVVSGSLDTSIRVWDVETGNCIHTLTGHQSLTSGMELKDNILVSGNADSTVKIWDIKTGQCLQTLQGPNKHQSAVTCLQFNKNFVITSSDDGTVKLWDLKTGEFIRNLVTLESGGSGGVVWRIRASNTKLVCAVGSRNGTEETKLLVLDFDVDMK
GPR151 ag: activators of human GPR151, primary screen, cell-based, PathHunter beta-arrestin, luminescence; activation, % at 11.2 µM; G-protein coupled receptor 151 (Homo sapiens), Q8TDV0; AID 1508602, 2020; PathHunter beta-arrestin GPR151 cells; 650,000 compounds, 1% hits; in the data active means activation above about 4.9%;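 further: 0% = median of compound wells and 100% = cells with positive control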
Target sequence (Q8TDV0 whole entry, looked up): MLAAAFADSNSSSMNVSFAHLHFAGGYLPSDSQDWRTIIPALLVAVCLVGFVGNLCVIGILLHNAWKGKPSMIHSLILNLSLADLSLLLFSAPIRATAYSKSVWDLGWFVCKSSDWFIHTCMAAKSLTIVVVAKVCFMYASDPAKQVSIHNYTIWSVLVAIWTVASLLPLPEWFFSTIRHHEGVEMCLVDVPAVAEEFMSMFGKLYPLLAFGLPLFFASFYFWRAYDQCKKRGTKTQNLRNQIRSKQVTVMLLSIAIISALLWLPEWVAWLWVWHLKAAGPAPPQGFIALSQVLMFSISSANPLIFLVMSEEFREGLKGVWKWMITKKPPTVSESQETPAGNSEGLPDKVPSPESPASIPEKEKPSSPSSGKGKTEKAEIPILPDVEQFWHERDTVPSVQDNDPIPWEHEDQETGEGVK
MITF inh: MITF inhibitors, primary screen, biochemical, AlphaScreen, human | Microphthalmia-associated transcription factor (Homo sapiens), O75030 | AlphaScreen MITF homodimerization, bead proximity signal | inhibition, % at 2.6 µM | 650,000 compounds, 0.91% hits | AID 1259374, 2018; in the data active means inhibition above about 50%;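 further: 0% = vehicle wells with protein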
Starred values were filed as active, the others as inactive.

Screens in order: TEAD-YAP inh | FBW7 activator | GPR151 ag | MITF inh
O=C(Cn1c(=O)oc2ccccc21)N1CCN(c2ccc(N3CCOCC3)nn2)CC1
  9 | -0.1 | -0.5 | 3
Cn1cc(CCNC2CCN(c3ccc(C(=O)NC4CCCC4)cc3)CC2)cn1
  4 | 0.0 | 0.1 | -8
CC(=O)c1cccc(NC(=O)Nc2ccc(Br)cn2)c1
  -2 | -0.1 | -1.2 | 20
CCOC(=O)N1CC=C2C(C#N)=C(N)C(C#N)(C#N)C(c3ccc(F)cc3F)C2C1 (stereo not drawn)
  18 | 1.1 | -0.1 | 15
O=C(Cn1cnnn1)Nc1ccc(Cl)c(Cl)c1
  -1 | 0.3 | -2.5 | -16
Cc1ccc(-n2cnc3cc(C(=O)NCCN4CCOCC4)ccc32)cc1Cl
  -2 | 0.5 | -1.2 | 1
CCOc1cc(C2C3=C(CC(C)(C)CC3=O)N(CC(=O)O)C3=C2C(=O)CC(C)(C)C3)ccc1OC
  5 | -0.1 | -0.5 | 7
O=C(CC(NCCCN1CCOCC1)C(=O)O)Nc1ccc(Cl)cc1 (stereo not drawn)
  2 | 0.1 | 1.1 | -11
COC(=O)c1cc(C(=O)OC)cc(N2C(=O)CSC2c2cccc(C(F)(F)F)c2)c1 (stereo not drawn)
  -16 | 0.0 | -0.6 | 1
Cc1[nH]n(-c2ccc(Cl)cc2)c(=O)c1C=NC12CN3CN(CN(C3)C1)C2
  6 | -0.1 | -0.4 | -3
O=C(CCC1(Cc2ccc3ccccc3c2)CCC(=O)N1)NCCc1cscn1 (stereo not drawn)
  12 | -0.1 | -0.2 | 7
O=C(CCCn1c(SCC(=O)Nc2ccccc2Cl)nc2ccccc2c1=O)NCCCN1CCOCC1
  -15 | 0.2 | 0.8 | 20
CCOC(=O)C1CCN(C(=O)Cn2cnc3sc(C)c(S(=O)(=O)N4CCCCC4)c3c2=O)CC1
  -6 | 0.4 | -0.5 | 22
CC(=O)n1c(=O)n(C(C)=O)c2cc(Br)ccc21
  -9 | 0.2 | -0.3 | 21
CC1CCC(NC(=O)CN2C(=O)c3cccnc3Oc3ccc(Cl)cc32)CC1 (stereo not drawn)
  -13 | -0.2 | -2.2 | 0
Cc1cccc(C)c1NC(=O)N1CCOCC1
  2 | 0.0 | 1.2 | 11
O=C(Oc1ccc2oc3ccccc3c2c1)c1ccc(=O)[nH]c1
  -7 | -0.1 | -1.1 | -2
COC(=O)C1=C(C)NC2=C(C(=O)CC(c3ccc(OC)cc3)C2)C1c1ccc(OC)c(Br)c1 (stereo not drawn)
  7 | 0.0 | -0.3 | -15
CC(C)(C)C(=O)Nc1sc(-c2ccccc2)cc1C(=O)O
  -32 | -0.1 | -1.8 | -8
COC(=O)c1ccc(C2C(C#N)=C(N)Oc3n[nH]c(-c4ccc(OC)c(OC)c4)c32)cc1 (stereo not drawn)
  -9 | -0.4 | 2.6 | 8
C=CC(=O)NC(NC(=O)C=C)c1ccc(OC)c(OC)c1
  -7 | 0.7 | 0.2 | 0
O=C(O)/C=C/C(=O)Nc1nnc(-c2ccccc2F)s1
  -4 | 0.2 | -0.5 | 6
CCN(CC)C(=O)CSc1nc(O)c(NC(C)=O)c(=O)[nH]1
  -13 | 1.3 | -1.3 | 18
Cc1cc(C)c2c(n1)nn1c(C)c(CCC(=O)NC3CCCCC3)c(C)nc21
  7 | 0.7 | -0.5 | 3
O=c1cc2oc3cc(O)c(O)cc3c(-c3ccccc3)c-2cc1O
  13 | -0.2 | 6.2* | 104*
Cc1ccccc1CN1CCN(C2c3ccccc3-c3ccccc32)CC1
  -6 | 0.0 | 0.7 | 14
Cc1ccc(CCNC(=O)CS(=O)Cc2nc(-c3ccccc3F)oc2C)cc1 (stereo not drawn)
  -1 | -0.2 | 0.5 | 1
CSc1nc(N)n(CC(=O)Nc2ccccc2C(F)(F)F)n1
  16 | 0.0 | -0.8 | 7
COc1cccc(C(=O)COC(=O)c2ccc3c(c2)C(=O)N(c2ccccc2OC)C3=O)c1
  3 | 0.0 | 1.6 | -1
COC(=O)c1ccc(Cl)c(NC(=O)CSc2nc(C)cc(C(F)(F)F)n2)c1
  0 | -0.2 | 0.0 | -18
COc1ccccc1N1C(=O)CC(Nc2ccccc2)C1=O (stereo not drawn)
  0 | 1.1 | -0.8 | 17
S=C1N=C(Nc2ccccc2)C2(CCCCC2)N1c1cccc(Cl)c1
  7 | 0.1 | 0.7 | 0
CCOC(=O)C(NC(=O)c1ccc(F)cc1)(C1C(=O)N(c2ccccc2)N=C1C)C(F)(F)F (stereo not drawn)
  -1 | 0.1 | 0.1 | -6
COc1cccc(OC)c1-c1[nH]nc2nc(-c3cccnc3)ccc12
  -19 | -0.2 | -0.8 | -1
CCOc1ccc(S(=O)(=O)c2cn(CC)c3ccc(CC)cc3c2=O)cc1
  13 | 0.0 | 0.7 | -3
CCn1c(CNC(=O)c2ccccc2OC)nnc1SCC(=O)c1ccc(OC)cc1
  10 | 0.5 | 0.9 | 12
COC(=O)CN1C(=O)c2cccnc2Oc2ccc(C)cc21
  6 | 1.0 | -1.7 | 8
Cc1noc(C)c1-c1nc2ncnc(NCCN(C(C)C)C(C)C)c2[nH]1
  0 | -0.4 | 1.9 | -8
Cc1ccc(NC(=O)Cn2c(CCNC(=O)c3ccccc3)nc3ccccc32)cc1
  8 | 0.5 | -0.2 | -2
CC(C)(C)n1nnnc1CN1CCN(C(c2ccccc2)c2ccccc2)CC1
  -23 | -0.1 | -0.2 | -8

A second format for four compounds above:
SMILES | TEAD-YAP inh | FBW7 activator | GPR151 ag | MITF inh
O=C(O)/C=C/C(=O)Nc1nnc(-c2ccccc2F)s1 | -4 | 0.2 | -0.5 | 6
CCN(CC)C(=O)CSc1nc(O)c(NC(C)=O)c(=O)[nH]1 | -13 | 1.3 | -1.3 | 18
Cc1cc(C)c2c(n1)nn1c(C)c(CCC(=O)NC3CCCCC3)c(C)nc21 | 7 | 0.7 | -0.5 | 3
O=c1cc2oc3cc(O)c(O)cc3c(-c3ccccc3)c-2cc1O | 13 | -0.2 | 6.2* | 104*

Continuation:
Screens in order: TEAD-YAP inh | FBW7 activator | GPR151 ag | MITF inh
CCOc1cc(/C=N/N=C2\NC(=O)C(CC(=O)O)S2)ccc1OCc1ccc(F)cc1 (stereo not drawn)
  8 | 0.0 | -1.1 | 13
COc1cc(NS(=O)(=O)c2ccc(NC(=O)c3ccccc3C(=O)O)cc2)nc(OC)n1
  11 | 0.0 | 1.2 | -7
O=C(O)CCNCc1ccc([N+](=O)[O-])cc1
  2 | 0.1 | -1.2 | -9
CC[C@@H](Cn1nc(-c2cccs2)oc1=O)NC(=O)CCc1cc(OC)no1
  -6 | 0.0 | 0.7 | 4
COCCn1c(CCC(=O)NCCc2ccc(Cl)cc2)nc2cccnc21
  1 | -0.1 | 0.4 | -18
CC1CCN(S(=O)(=O)c2ccc(NC(=O)/C=C/c3cccc([N+](=O)[O-])c3)cc2)CC1
  -7 | 0.2 | 0.6 | 0
CCN1CCN(CCCN2C(=S)N(c3ccc(Cl)cc3)C(=O)C2CC(=O)Nc2ccc(OC)cc2)CC1 (stereo not drawn)
  -2 | 0.9 | -0.1 | 0
COc1ccc(C(NC(C)=O)c2c(OC(C)=O)ccc3ccccc23)cc1 (stereo not drawn)
  62* | 0.8 | -0.4 | 15
O=C(c1ccccc1)N1CCN(CC2CC3C=CC2C3)CC1 (stereo not drawn)
  -3 | 0.0 | 0.4 | 24
Cc1cc(=O)oc2cc(OC(=O)C(C)N3C(=O)CCC3=O)ccc12 (stereo not drawn)
  4 | -0.2 | 1.6 | 8
O=C(NC(=S)NNc1ccccc1)c1cc2ccccc2oc1=O
  8 | 0.1 | 5.5* | 17
FC(F)(F)c1ccc(Cn2cnc3c(NC4CCN(Cc5ccccc5)CC4)nc(Nc4ccc(C(F)(F)F)cc4)nc32)cc1
  -5 | 0.2 | 5.9* | 5
CC1CCN(S(=O)(=O)c2ccc3[nH]cc(C(=O)N4CCc5ccccc54)c(=O)c3c2)CC1
  1 | -0.2 | 1.9 | 7
COc1ccc(-c2cc3nc(C)cc(C)n3n2)c(OC)c1
  -7 | -0.1 | -0.7 | 4
O=C(Nc1cccs1)N1CCC(Cn2cnc3ccccc32)CC1
  1 | -0.3 | 0.9 | 0
O=C(O)CSc1nc(-c2ccccc2)c(-c2ccccc2)n1-c1ccccc1
  -1 | 0.0 | 3.8 | 4
CC1CN(C2=NC(=O)/C(=C\c3ccc(N(C)C)cc3)S2)CC(C)O1 (stereo not drawn)
  4 | -0.2 | -0.3 | 12
CSc1ccc(-c2nc(-c3ccccc3)c(-c3ccc(F)cc3)[nH]2)cc1
  12 | 0.1 | 2.0 | 19
CCC(=O)N1c2ccccc2-c2nnc(SC)nc2OC1c1c(F)cccc1Cl (stereo not drawn)
  -1 | 0.7 | 0.0 | 6
CCOC(=O)C1=C(CN(CCOC)Cc2ccco2)NC(=O)NC1c1ccc(C)cc1 (stereo not drawn)
  -1 | 0.0 | 1.1 | -5
O=C(CCc1ccccc1)Nc1ccc2nc(SCC(=O)Nc3ccc(Br)cc3)sc2c1
  3 | 0.0 | 1.9 | -4
NC1=C(c2ccccc2)S(=O)(=O)c2cc(Oc3ccccc3)cc(Oc3ccccc3)c21
  9 | 0.1 | -0.8 | -1
COc1ccc(CNC(=O)c2nnn(Cc3ccc(C(C)C)cc3)c2N)cc1
  -16 | 1.3 | -0.3 | -6
CCC(C)(C)n1nnnc1C(c1cc2cc(C)ccc2[nH]c1=O)N1CCN(C)CC1 (stereo not drawn)
  11 | 1.2 | 0.6 | 7
COc1cc(C(=O)Nc2ccc(O)cc2)cc(OC)c1OC
  10 | -0.1 | 3.4 | -5
CCCS(=O)(=O)N1CCC(C(=O)NCCCOC(C)C)CC1
  -2 | 0.1 | -0.3 | -1
O=S(=O)(c1ccccc1)N(Cc1ccc(Cl)cc1)c1nccs1
  -4 | 0.2 | 1.2 | 6
O=C(O)/C=C/C(=O)Nc1ccc(S(=O)(=O)N2CCCCC2)cc1
  4 | 0.0 | 0.0 | 3
COc1cccc(N2CCN(S(=O)(=O)c3ccc4c(c3)C(C)(C)C(=O)N4C)CC2)c1
  6 | 0.7 | -1.2 | 13
CCN(CC)c1nc(NCCc2ccc(OC)cc2)nc(NCCN2CCOCC2)n1
  -9 | -0.1 | 2.8 | -3
COc1ccc(C(C)(C)C)cc1NC(=O)COC(=O)c1ccc(S(=O)(=O)N(C)C)cc1
  -5 | -0.1 | -1.7 | -6
O=C(C1CCN(Cc2nc3ccccc3[nH]2)CC1)N1CCc2ccccc2C1
  13 | -0.5 | -0.4 | 62*
Cn1c(N)c(N2CCN(Cc3ccc4c(c3)OCO4)CC2)c(=O)[nH]c1=O
  8 | -0.1 | -0.8 | -1
NC(=O)c1cccn1Cc1ccc(Cl)cc1
  2 | -0.3 | 1.4 | 4
Cc1ccc(-c2ccc(C(N)=O)o2)cc1
  -14 | 0.0 | 1.7 | -17
Oc1ccc(Cl)cc1C1=NOC(O)(C(F)(F)F)C1 (stereo not drawn)
  -2 | 0.0 | -1.7 | -11
CC(O)CSc1nc2c(c(=O)[nH]c(=O)n2C)n1CCc1ccccc1 (stereo not drawn)
  7 | 0.3 | -0.2 | 8
CCN(CC)S(=O)(=O)c1cc([N+](=O)[O-])ccc1NNC(=S)NCc1ccccc1
  8 | -0.3 | 1.4 | 23
CCN(CC)c1nc(NCCO)nc(N2CCCC2CO)n1 (stereo not drawn)
  1 | 0.1 | 0.8 | 2
COc1ccccc1CNS(=O)(=O)c1cccc2nsnc12
  -15 | -0.1 | -0.1 | 1
O=C(CSc1ccsc1[N+](=O)[O-])N1CCN(C(=O)c2ccco2)CC1
  5 | 0.7 | 0.3 | 28
Cc1sc(NC(=O)c2cccc(C(F)(F)F)c2)c(C(N)=O)c1C
  -9 | -0.2 | 1.3 | 0
Cc1ccc(-n2cc(-c3ccccc3)c3c(Nc4ccc(F)cc4)ncnc32)cc1
  -5 | -0.1 | 0.2 | -10
O=C(CCc1nc2ccccc2c(=O)[nH]1)NCCSc1n[nH]c(=O)[nH]c1=O
  -2 | 0.1 | -0.7 | 20
Cc1c(Cl)cccc1NC(=O)c1cnn2c1NC(c1ccco1)CC2C(F)(F)F (stereo not drawn)
  -13 | 0.1 | -1.6 | -2
CCSc1ccccc1C(=O)NCCc1ccccc1
  2 | 0.5 | -2.7 | 15
CC(=O)Nc1cccc(NC(=O)CSc2nncc(=O)n2N)c1
  8 | 0.0 | 0.3 | 3
O=[N+]([O-])c1cc2c(cc1CN1CCN(c3ccccc3F)CC1)OCO2
  4 | -0.1 | 1.4 | 10
S=C(Nc1ccc(Oc2ccccc2)cc1)N(CCN1CCCCCC1)Cc1ccco1
  4 | 0.0 | -0.8 | -2
c1ccc(-c2nc(-c3cccc(-c4nc(-c5ccccc5)nc5ccccc45)c3)c3ccccc3n2)cc1
  -2 | 0.1 | -0.7 | -10
O=C(/C=C/c1ccc([N+](=O)[O-])cc1)c1ccc([N+](=O)[O-])cc1
  -11 | -0.1 | 0.3 | -4
COC(=O)c1ccccc1NC(=O)CSc1nnc(NC2CCCCC2)s1
  40* | 0.1 | 0.5 | 10
C=CCOc1ccc(/C=N/NC(=O)C(=O)NCc2ccccn2)cc1
  -2 | 0.0 | -0.6 | 3
CCOC(=O)C1=C(C)N=c2s/c(=C/c3cc(C)n(-c4ccc(Br)cc4)c3C)c(=O)n2C1c1ccc2c(c1)OCO2 (stereo not drawn)
  6 | -0.1 | -0.1 | 4
CCOC(=O)c1c(NC(=O)CSc2nnc(CNC(=O)c3ccccc3OC)n2Cc2ccccc2)sc2c1CCC2
  -8 | 0.1 | -0.2 | -2

High-throughput results: PubChem, The Scripps Research Institute Molecular Screening Center
